# Screening results from PubChem BioAssay.
# NR3A LBD binder – modulates the human NR3A ligand-binding domain; NR3A LBD differential scanning fluorimetry, Tm shift; 0% = protein alone, 100% = glycine-bound protein; Tm shift relative to glycine control, % at 25 µM; actives 2.5% (n = 340,000); AID 1259313;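 active = melting temperature shift of at least 10% of the positive control shift, at one fixed dose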
# NALP3 yeast inh – inhibitors of NALP3 inflammasome in yeast | Yeast reconstituted NLRP3/ASC/caspase-1, beta-gal luminescence, 24 h | inhibition, % at 10 µM | actives 0.39% (n = 330,000) | AID 2825;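 active = inhibition of 50% or more; inactive = inhibition below 50%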;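 also: plate controls were induced DMSO wells for no effect and uninduced yeast grown without galactose for full effect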
# APJ ag – APJ receptor agonism | activation, % at 20 µM | AID 2520 | P35414 | actives 0.11% (n = 330,000) | CHO-K1 APJ PathHunter beta-arrestin, luminescence; 0% DMSO wells, 100% apelin;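 active = activation more than six SD over the plate average, tested at 20 µM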;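 also: 0% = DMSO alone and 100% = apelin-13 at 10 nM; some results filed as inactive read as strong as hits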
# Target sequence (P35414 whole entry, looked up): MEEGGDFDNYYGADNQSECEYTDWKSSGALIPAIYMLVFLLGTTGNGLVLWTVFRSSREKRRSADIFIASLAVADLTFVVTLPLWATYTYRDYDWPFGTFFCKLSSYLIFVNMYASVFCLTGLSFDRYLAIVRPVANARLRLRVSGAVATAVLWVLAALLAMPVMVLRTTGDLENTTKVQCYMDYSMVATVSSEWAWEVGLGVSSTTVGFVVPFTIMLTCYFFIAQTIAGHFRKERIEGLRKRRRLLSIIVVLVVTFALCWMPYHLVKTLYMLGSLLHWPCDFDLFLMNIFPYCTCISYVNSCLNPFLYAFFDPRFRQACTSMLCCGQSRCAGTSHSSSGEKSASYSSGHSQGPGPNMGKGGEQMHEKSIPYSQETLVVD
#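 Assay system: CHO-K1 APJ beta-arrestin complementation cell line / Compound: single test compound dose, 20 µM final, 1% DMSO / Times: overnight seeding, 90 min compound at 25 °C, 1 h detection / Technique: beta-gal luminescence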
# MPTP inh – permeability transition pore inhibition. actives 1.4% (n = 360,000). AID 602449. inhibition, % at 10 µM. isolated mouse mitochondria, Ca2+ swelling absorbance, 30 min;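 active = inhibition of 50% or more, scaled per plate between neutral and stimulator controls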;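 also: 0% = DMSO wells given calcium and 100% = 1 mM EGTA wells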
# tim10-1 inh – growth inhibitors of tim10-1 mutant yeast. S. cerevisiae tim10-1 ts strain growth, BacTiter-Glo, 24 h. inhibition, % at 20 µM. actives 2.2% (n = 330,000);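 active = inhibition of at least 40%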;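 also: mutant grown at 25 °C; 0% = DMSO wells with yeast and 100% = wells holding no yeast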
# TIM10 inh – inhibits growth of TIM10 yeast strain. S. cerevisiae TIM10 strain growth, BacTiter-Glo luminescence, 24 h. inhibition, % at 10 µM. actives 1.4% (n = 330,000). AID 463195;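 active = inhibition of 40% or more at the single tested concentration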;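 also: wild-type TIM10 isogenic control strain grown at permissive 25 °C; 0% = DMSO yeast wells and 100% = minimal medium wells without yeast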
# APJ antag – APJ receptor antagonism | P35414 | CHO-K1 APJ beta-arrestin complementation, luminescence | inhibition, % at 20 µM | actives 0.32% (n = 330,000);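 active = inhibition above about 40% at 20 µM, limit read from the data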;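 also: cells challenged with 10 nM apelin-13 agonist together with compound; plate controls were apelin-13 plus DMSO wells for no effect and DMSO wells lacking apelin-13 for full effect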
# MIN6 prolif – MIN6 beta-cell proliferation induction; MIN6 cells proliferation, ATPlite luminescence, 48 h; cells starved in 0.2% serum; 100% = growth in 10% serum; actives 0.29% (n = 330,000); proliferation, % at 10 µM; AID 2380;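 active = compounds whose signal lies at least 3.5 SD above the mean of all wells on their plate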;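 also: 0% = DMSO-treated cells in low-serum medium and 100% = 10% serum control; some compounds called inactive have numbers as strong as hits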
# tim23-1 inh – growth inhibitors of tim23-1 mutant yeast; S. cerevisiae tim23-1 growth, BacTiter-Glo luminescence, 24 h; inhibition, % at 20 µM; actives 1.3% (n = 330,000);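 active = growth inhibition of the mutant yeast at or above 50%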;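 also: temperature-sensitive mutant grown at 25 °C; plate controls were DMSO-treated mutant yeast for no effect and medium wells lacking yeast for full effect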
# Numbers without * were called inactive; nt = not tested or not shown.
SMILES,NR3A LBD binder,NALP3 yeast inh,APJ ag,MPTP inh,tim10-1 inh,TIM10 inh,APJ antag,MIN6 prolif,tim23-1 inh
CCCCC[C@H](O)/C=C/C1=C(CCCCCCC(=O)O)C(=O)CC1,-5,19,0,2.3,11,9,12,-4,-11
Cc1ccc(-c2ccc(SCC(=O)N3CCN(c4ccccc4)CC3)nn2)cc1,-2,8,4,-2.7,6,1,0,0,1
Cc1cccc(C)c1NC(=O)C(=O)NCC1CCCN1S(=O)(=O)c1cccs1 (centres undefined),-1,-1,0,-0.7,10,6,3,4,-10
COc1ccc(C2(c3ccc(OC)cc3)NC(=O)N(CC(=O)N(C)C)C2=O)cc1,0,-2,-3,-3.3,-1,-6,1,-1,6
CC(C)C[C@@H]1NC(=O)[C@H](C(C)C)NC(=O)c2cc([N+](=O)[O-])cc(I)c2NCC[C@@H](C(N)=O)NC1=O,-5,-3,-2,nt,11,12,-28,0,11
O=S(=O)(c1ccc(N2CCN(S(=O)(=O)c3ccc4c(c3)OCCO4)CC2)nc1)N1CCCC1,2,-3,0,0.4,18,-8,3,-4,5
O=C(Nc1ccccc1C(=O)O)c1cc(S(=O)(=O)NCc2ccccc2)ccc1Cl,-12,11,-2,-0.1,0,4,8,-1,-2
O=C(COC(=O)Cc1ccsc1)NC1CCCCCC1,1,4,-5,-0.7,-3,-11,14,-3,-3
O=C(NCc1ccc(Cl)cc1)C(=O)NCC1OCCN1S(=O)(=O)c1ccc2c(c1)OCCO2 (centres undefined),2,11,0,0.2,-17,-12,-1,-3,-13
COc1cccc(NC(=O)CN(C)C(=O)CCNS(=O)(=O)c2ccc(C)cc2)c1,1,9,-3,-0.7,-15,-7,10,0,-10
COc1ccc(C(=O)CSc2nc3cccnc3n2C)cc1,2,12,0,-3.1,9,-24,12,-2,1
COCCNc1nnc(SC(C)C(=O)Nc2ccc(-c3nc4ccc(C)cc4s3)cc2)s1 (centres undefined),10,10,-1,2.6,2,-22,-14,-3,19

# A second format for some results above.
# Order of results – NR3A LBD binder | NALP3 yeast inh | APJ ag | MPTP inh | tim10-1 inh | TIM10 inh | APJ antag | MIN6 prolif | tim23-1 inh
Cc1cccc(C)c1NC(=O)C(=O)NCC1CCCN1S(=O)(=O)c1cccs1 (centres undefined)
    -1 | -1 | 0 | -0.7 | 10 | 6 | 3 | 4 | -10
COc1ccc(C2(c3ccc(OC)cc3)NC(=O)N(CC(=O)N(C)C)C2=O)cc1
    0 | -2 | -3 | -3.3 | -1 | -6 | 1 | -1 | 6
CC(C)C[C@@H]1NC(=O)[C@H](C(C)C)NC(=O)c2cc([N+](=O)[O-])cc(I)c2NCC[C@@H](C(N)=O)NC1=O
    -5 | -3 | -2 | nt | 11 | 12 | -28 | 0 | 11
O=S(=O)(c1ccc(N2CCN(S(=O)(=O)c3ccc4c(c3)OCCO4)CC2)nc1)N1CCCC1
    2 | -3 | 0 | 0.4 | 18 | -8 | 3 | -4 | 5

# (more compounds)
SMILES,NR3A LBD binder,NALP3 yeast inh,APJ ag,MPTP inh,tim10-1 inh,TIM10 inh,APJ antag,MIN6 prolif,tim23-1 inh
O=C(N/N=C/c1cccnc1)c1cccc(Br)c1,-7,11,-2,0.6,-25,-6,-4,-2,0
Cc1ccc(-n2ncc3c(=O)[nH]cnc32)c(C)c1,-2,1,-1,-1.0,3,-5,1,1,10
Cc1oc2cc3oc(=O)c(CC(=O)NCCC(=O)O)c(C)c3cc2c1C,-6,16,0,0.0,-2,2,-1,2,5
O=C(Oc1ccc2c(=O)c(Oc3ccc4ccccc4c3)coc2c1)c1cncc(Br)c1,-1,4,-3,-2.4,6,16,-10,0,2
COC(=O)c1cc2ccsc2n1CC(=O)Nc1ccc(N(C)C)cc1,2,5,2,-2.1,19,9,4,-3,8
COc1ccccc1N1CCN(C(=O)CSc2nc3ccccc3o2)CC1,-1,6,-2,-0.2,23,10,2,-1,2
CS(=O)(=O)N(CC(=O)Nc1ccccc1C(=O)NCc1ccco1)c1ccc2c(c1)OCCO2,-1,16,2,-2.2,15,4,17,-3,17
COc1cccc(NC(=S)NCc2cccnc2)c1,-5,10,-4,-0.6,8,-3,-4,-1,1
O=C(COC(=O)c1cc(-c2ccccc2Cl)nc2ccccc12)Nc1ncc(C(F)(F)F)cc1Cl,-8,12,-2,3.9,15,9,3,-3,15
CCC(=O)C1=C(N2CCCC2)CC(C)(C)CC1=O,0,9,-5,-0.8,3,0,6,0,-8
COc1ccc(N(CC(=O)Nc2ccc(C)c(C)c2)S(=O)(=O)c2c(C)n[nH]c2C)cc1,-10,2,-1,3.8,5,17,5,0,14
CCCCN(CC)CCCNC(=O)c1csc2c1CCCCC2,0,14,-3,1.8,-9,-2,-1,0,0
COc1cccc(C(=O)Nc2c3c(nc4c2CCC4)CCCC3)c1,-1,-5,3,0.4,13,-9,2,0,17
O=C(/C=C/c1ccccc1Cl)c1ccc(O)cc1,-2,30,-5,-0.3,40*,38,12,-6,63*
CCOc1cc(C(=O)Nc2ccc(S(=O)(=O)Nc3onc(C)c3C)cc2)cc(OCC)c1OCC,4,14,-2,-1.4,-11,-3,13,-2,0
CC(C)N(Cc1nc(-c2ccc(Cl)cc2)no1)C(=O)/C=C/c1ccccc1,-1,20,-2,-1.1,21,17,3,-3,31
COc1ccc2c(c1)[nH]c1c(=O)n(CCC3=CCCCC3)cnc12,-1,7,-4,-1.1,-3,-8,1,0,3
Cc1ccc2cc3cc(C(=O)N(CC(=O)NC4CCCC4)c4cccc(C)c4C)sc3nc2c1,-18,11,0,2.4,27,28,11,-4,27
CCC(=O)Nc1cc(C(=O)O)ccc1Sc1ccc(Cl)cc1,0,-2,2,-2.2,4,-7,10,1,13
COc1cc2oc(=O)cc(-c3ccc(-c4ccc(F)c(Cl)c4)cc3)c2c(OC)c1OC,2,nt,nt,-0.6,16,14,nt,nt,35
CCCSC1=C(C#N)C(c2cccnc2)C(C(=O)OCC)=C(c2ccccc2)N1 (centres undefined),7,21,-1,0.2,9,9,-10,-4,21
COC(=O)c1ccc(NC(=O)Nc2ccc(F)c(Cl)c2)cc1,41*,31,0,91*,10,-8,3,-6,14
CCN1C(=O)CC(N2CCC(C(=O)N3CCOCC3)CC2)C1=O (centres undefined),5,-7,0,-3.3,7,3,-1,-1,-3
O=C(CSc1cccc2cccnc12)OCC(=O)c1ccc(Br)cc1,-1,6,-6,-3.3,4,1,26,-2,0

# Entries of single compounds from above:
# `O=S(=O)(c1ccc(N2CCN(S(=O)(=O)c3ccc4c(c3)OCCO4)CC2)nc1)N1CCCC1` is listed with NR3A LBD binder = 2; NALP3 yeast inh = -3; APJ ag = 0; MPTP inh = 0.4; tim10-1 inh = 18; TIM10 inh = -8; APJ antag = 3; MIN6 prolif = -4; tim23-1 inh = 5
# `Cc1ccc(-n2ncc3c(=O)[nH]cnc32)c(C)c1` is listed with NR3A LBD binder = -2; NALP3 yeast inh = 1; APJ ag = -1; MPTP inh = -1.0; tim10-1 inh = 3; TIM10 inh = -5; APJ antag = 1; MIN6 prolif = 1; tim23-1 inh = 10

# Among those listed so far, 3 have fluorine.
SMILES,NR3A LBD binder,NALP3 yeast inh,APJ ag,MPTP inh,tim10-1 inh,TIM10 inh,APJ antag,MIN6 prolif,tim23-1 inh
O=C(COC(=O)c1cc(-c2ccccc2Cl)nc2ccccc12)Nc1ncc(C(F)(F)F)cc1Cl,-8,12,-2,3.9,15,9,3,-3,15
COc1cc2oc(=O)cc(-c3ccc(-c4ccc(F)c(Cl)c4)cc3)c2c(OC)c1OC,2,nt,nt,-0.6,16,14,nt,nt,35
COC(=O)c1ccc(NC(=O)Nc2ccc(F)c(Cl)c2)cc1,41*,31,0,91*,10,-8,3,-6,14

# Additional compounds follow:
SMILES,NR3A LBD binder,NALP3 yeast inh,APJ ag,MPTP inh,tim10-1 inh,TIM10 inh,APJ antag,MIN6 prolif,tim23-1 inh
O=C(Cn1cnc2ccccc2c1=O)NNC(=O)c1ccccc1F,0,-14,2,0.0,-6,2,-18,-3,6
Cn1c(OCc2ccc3c(c2)OCO3)nc2c1c(=O)n(Cc1cccc(Cl)c1)c(=O)n2C,-1,13,3,-0.7,4,5,10,-1,-3
COc1ccc(-c2c(C)cc3oc(=O)cc(-c4ccccc4)c3c2C)cc1,15*,nt,nt,1.9,11,-6,nt,nt,37
COc1ccccc1OCCn1cc(/C=N/n2cnnc2)c2ccccc21,-10,11,-3,-0.4,0,8,8,0,1
CCOC(=O)c1nnn(-c2nonc2NC(C)=O)c1C,0,4,-3,-0.5,-10,-1,11,-2,-4
COc1ccc(NC(=O)c2c(N)no[n+]2[O-])cc1,-3,21,-4,-0.8,6,14,9,-1,7
CCN(CC)c1ccc(S(=O)(=O)N2CCCCC2)cc1NC(=O)C1=COCCO1,0,4,-3,-0.8,29,17,9,2,24
COc1ccc(C(=O)Nc2ccnn2C2CCN(C(=O)c3cccnc3)CC2)cc1,0,-6,0,0.1,-8,3,0,-2,-6
Cn1nnnc1SCC(=O)Nc1ncc(Cl)cc1Cl,-1,9,-2,-3.0,-1,8,13,0,3
Cc1ccc(CNC(=O)C(C(=O)NCc2ccc(C)o2)c2ncc(C(F)(F)F)cc2Cl)o1,-5,-4,-1,-0.9,5,15,3,0,14
CCOc1ccccc1NC(=O)C(CC)Sc1nc2ccsc2c(=O)n1CCC(=O)O (centres undefined),0,1,-3,-0.9,-2,13,-3,-2,-11
CNC(=O)Cn1nc(-c2ccc(C)c(S(=O)(=O)N(C)C)c2)c2ccccc2c1=O,1,-1,-4,3.4,12,10,0,0,-3
COc1ccc2cc(C(N)=O)/c(=N/NC(=O)c3ccco3)oc2c1,-2,3,-2,-0.2,5,15,-6,0,-7
O=C(COC(=O)CC(NC(=O)c1ccccc1Cl)c1ccccc1)Nc1cccc(F)c1 (centres undefined),-3,11,0,4.2,35,8,-5,-2,22
Cc1c(C(=O)O)cccc1-c1ccc(/C=N/n2cnnc2)o1,1,7,1,-0.6,10,-7,1,-2,13
COc1cc(OC)c(/C=N/NC(=O)c2ccc([N+](=O)[O-])cc2)cc1Br,-4,11,-4,-1.4,6,-6,-1,3,-7
COc1ccc(C(=O)NC(CC(=O)O)c2cc([N+](=O)[O-])ccc2Cl)cc1 (centres undefined),1,10,-2,-1.8,-4,11,-12,2,3
COc1ccc(NC(=O)CC2C(=O)N(c3cccc(OC)c3)C(=O)N2Cc2ccco2)cc1 (centres undefined),-1,4,2,-0.6,13,-4,1,-2,11
O=C(NCc1ccncc1)c1ccc(Cl)c(S(=O)(=O)N2CCOCC2)c1,321*,-2,2,3.8,0,-3,6,4,5
COCC(=O)Nc1ccc(S(=O)(=O)NCC2CCCO2)cc1 (centres undefined),2,12,-3,0.2,5,-6,0,-2,3
O=C(Cc1nn[nH]n1)NCc1ccccc1Cl,-1,4,4,-0.6,1,-9,6,-2,12
